Screening data as filed in PubChem.
CaV13 ICDI inh – Primary screen for inhibitors of IQ motif and Ca2+-dependent inactivation inhibitor domain binding in CACNA1D, Förster resonance energy transfer in living cells, …; HEK cells, CFP/YFP FRET ICDI-IQ, plate reader, 10 min; percent FRET-ratio fall versus neutral wells; inhibition, % at 12.3 µM; actives 0.098% (n = 340,000); AID 743397;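 active = mean replicate inhibition of at least 30% and at least 1% of replicates passing that level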;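 also: 0% = median of the neutral control wells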
PDI turbidity – inhibitors of human PDI, primary screen, biochemical, turbidity, single point, plate reader; Protein disulfide-isomerase (Homo sapiens), P07237; PDI insulin aggregation turbidity, A650, 90 min; inhibition, % at 10 µM; actives 0.052% (n = 350,000); AID 588391, 2011;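 active = mean inhibition across replicates of 30% or more, whatever share of single replicates reach that level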;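 also: absorbance from insulin aggregation driven by PDI reduction with DTT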
Target sequence (P07237 whole entry, looked up): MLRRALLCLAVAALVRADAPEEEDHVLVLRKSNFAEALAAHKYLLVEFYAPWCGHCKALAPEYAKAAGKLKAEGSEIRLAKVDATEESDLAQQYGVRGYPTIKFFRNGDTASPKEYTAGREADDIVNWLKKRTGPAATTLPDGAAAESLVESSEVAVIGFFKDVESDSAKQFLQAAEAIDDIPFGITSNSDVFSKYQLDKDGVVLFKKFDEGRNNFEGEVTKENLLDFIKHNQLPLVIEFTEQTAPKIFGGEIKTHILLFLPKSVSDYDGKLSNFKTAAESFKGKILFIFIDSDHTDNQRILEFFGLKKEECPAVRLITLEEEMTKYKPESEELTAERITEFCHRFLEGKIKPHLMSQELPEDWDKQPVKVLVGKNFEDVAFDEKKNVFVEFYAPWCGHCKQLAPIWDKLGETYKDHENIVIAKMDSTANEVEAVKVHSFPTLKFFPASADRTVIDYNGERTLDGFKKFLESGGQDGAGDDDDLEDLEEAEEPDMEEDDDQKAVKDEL
Cardio protect – cardioprotection against H2O2-induced cell death, primary screen, uHTS, H9c2 cells, ATPLite luminescence; H9c2 cardiomyocytes, H2O2 injury protection, 2 h; protection from H2O2 cell death, % at 20 µM; actives 0.63% (n = 360,000); AID 588492, 2011;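 active = compounds giving at least 50% protection of heart cells from peroxide-induced death in the single-dose screen, raw or plate-pattern-corrected value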;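 also: 0% = DMSO wells with peroxide and 100% = DMSO wells without peroxide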
Vif inh – HIV Vif self-association inhibitors, primary screen, imaging, HEK293T, single point; actives 0.35% (n = 340,000); inhibition, % at 7.49 µM; HEK293T cells, Vif self-association by quenched fluorescence, 24 h; in the data active = inhibition above about 50%, passing the limit was not always enough; also: some results filed as inactive read as strong as hits
Granule exo inh – LAMP-1 surface exposure blockers, TALL-104 cells – cell-based, flow cytometry, MLPCN library, primary screen; TALL-104 LAMP-1 surface exposure; cells stimulated with thapsigargin and PMA; inhibition, % at 10 µM; actives 0.66% (n = 360,000); AID 651702, 2012;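 active = inhibition above about 55%, limit read from the data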
Glyco luc inh – increase of ERlucT glycosylation luciferase signal, primary screen, N-linked glycosylation inhibitor project, D54 ERlucT cells, luminescence, set 2 | actives 0.23% (n = 360,000) | reporter increase, % at 12.5 µM | D54 ERlucT glycosylation luciferase reporter, 24 h; percent of 100 nM tunicamycin response;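 active = mean luciferase reporter signal, scaled so untreated is 0 and the glycosylation-blocking control 100, at or above a set limit in every replicate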;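 also: luciferase carries N-glycosylation sites so blocking glycosylation raises the light; 0% = median of neutral control wells and 100% = median of 100 nM tunicamycin wells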
aDG glyco up – activators of alpha-DG glycosylation, primary screen, uHTS, Pro5-aDG cells, AlphaScreen; actives 0.22% (n = 360,000); activation, % at 10 µM; alpha-DG glycosylation AlphaScreen (IIH6); 0% Pro5, 100% B10-LARGE cell signal;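 active = activation of at least 8% versus controls, or a plate z-score of at least 8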;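 also: Pro5 are CHO cells carrying HIG-tagged alpha-DG that lacks glycosylation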
HTR2A ag – mouse Htr2a agonists via beta-arrestin recruitment, primary screen, cell-based, luminescence | 5-hydroxytryptamine receptor 2A (Mus musculus), P35363 | CHO-K1 mHTR2A beta-arrestin complementation; percent of 30 µM serotonin response | activation, % at 7.6 µM | actives 0.66% (n = 360,000) | AID 624169, 2012;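 active = activation above a run cutoff, the mean activation of all tested compounds plus 3 SD, cut at about 14% in these data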;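 also: 0% = plate median of compound wells and 100% = 30 µM serotonin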
Target sequence (P35363 whole entry, looked up): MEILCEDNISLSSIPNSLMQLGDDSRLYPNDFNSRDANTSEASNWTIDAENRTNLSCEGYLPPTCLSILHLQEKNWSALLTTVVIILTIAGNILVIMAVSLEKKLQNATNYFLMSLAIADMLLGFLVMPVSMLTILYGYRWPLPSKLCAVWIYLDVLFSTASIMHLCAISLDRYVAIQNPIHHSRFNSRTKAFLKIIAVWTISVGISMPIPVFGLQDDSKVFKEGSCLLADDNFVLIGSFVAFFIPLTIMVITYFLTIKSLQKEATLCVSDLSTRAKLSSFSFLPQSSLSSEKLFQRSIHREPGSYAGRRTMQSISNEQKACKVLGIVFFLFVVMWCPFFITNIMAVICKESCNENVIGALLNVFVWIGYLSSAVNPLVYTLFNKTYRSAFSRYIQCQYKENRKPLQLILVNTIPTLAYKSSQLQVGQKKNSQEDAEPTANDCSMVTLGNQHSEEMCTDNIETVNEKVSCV
ABCB6 inh MLPCN – ABCB6 transporter inhibitors, primary screen, K562-ABCB6 cells, flow cytometry, MLPCN library; ATP-binding cassette sub-family B member 6 (Homo sapiens), Q9NP58; K562-ABCB6 porphyrin accumulation, 1 h; stronger effect = lower value; fluorescence ratio to DMSO, % at 10 µM; actives 0.19% (n = 360,000); AID 602162, 2011;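 active = fluorescence ratio to DMSO below 75%, the collection mean minus 3 SD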;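 also: signal is porphyrin accumulated inside mitochondria; 100% equals median channel fluorescence of DMSO control wells; lower ratio means ABCB6 inhibition with less porphyrin fluorescence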
hiPSC survival – enhancers of single-cell hiPSC survival, primary screen, ATPlite luminescence | AID 602274, 2012 | 100% = ROCK inhibitor wells, 0% = DMSO | survival enhancement, % at 20 µM | actives 0.044% (n = 360,000); in the data active = survival enhancement above about 18%;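 also: cells exposed to compounds for 16 hours before the ATP read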
Active calls of the source: *; / = not tested or not shown.

SMILES	CaV13 ICDI inh	PDI turbidity	Cardio protect	Vif inh	Granule exo inh	Glyco luc inh	aDG glyco up	HTR2A ag	ABCB6 inh MLPCN	hiPSC survival
Cc1ccc(C(=O)N2CCN(c3ncccn3)CC2)cc1NC1=NC2CS(=O)(=O)CC2S1 (configuration not stated)	-7	/	2	2	0	2	0.7	3	98	0.2
COc1ccc(C(=O)NC(=S)Nc2ccc([N+](=O)[O-])cc2C)cc1OC	-8	-1	-9	14	-7	2	0.3	3	97	-0.1
CN(CCCNC(=O)COc1cc(=O)n(C)c2ccccc12)Cc1ccccc1	-5	8	9	-17	12	7	-0.1	-3	101	2.7
CCCCn1c(N)c(N(CC(C)C)C(=O)C2CCN(C(=O)c3ccc(F)cc3)CC2)c(=O)[nH]c1=O	-2	4	5	/	0	0	-0.2	0	93	-0.2
CCCCS(=O)(=O)/C=C\C1C2C=CC(C2)C1S(=O)(=O)CCCC (configuration not stated)	/	0	0	0	-1	1	-0.1	-3	102	0.6
COc1cc2c(cc1OC)/C(=C/c1ccc(Cl)cc1)C(=O)OC2	-3	-7	8	2	7	1	0.1	-2	99	-0.7
COc1cccc(NC(=S)NCc2cccs2)c1	-15	-3	-1	-6	12	0	0.5	2	101	1.0
Cc1ccc(S(=O)(=O)C(C#N)c2nc3ccccc3nc2N2CC(C)OC(C)C2)cc1C (configuration not stated)	-6	6	-15	-6	1	-1	0.0	0	106	2.9
COC(=O)C1C(c2ccc(OC)cc2)C(C(=O)OC)S(=O)(=O)C(CCN2CCCCC2)S1(=O)=O (configuration not stated)	-5	7	3	4	1	-1	-0.2	1	100	-0.4
CN1CCN2c3ncccc3Cc3ccccc3[C@@H]2C1	-5	-1	1	-3	-2	3	0.0	-1	97	2.5
O=C(CCNC(=O)c1ccco1)NCCN1C(=O)S/C(=C\c2ccc(F)cc2)C1=O	-5	-6	-3	2	2	1	0.2	-3	98	-0.3
CCOc1ccccc1C1c2cc3c(cc2OC(C)(N2CCCC2)C1C)OCO3 (configuration not stated)	-3	-1	-6	22	0	1	-0.1	-1	93	-0.1
Cc1ccc(/C=C/C(=O)Nc2ccccc2C(N)=O)cc1	-6	-8	-13	11	2	-12	-0.3	-1	91	-2.2
N/C(=N\OC(=O)CC1CCCCC1)c1cccc(Br)c1	-6	4	-15	-6	-17	1	0.5	6	101	0.4
S=C(c1ccc(-c2ccc(Cl)cc2Cl)o1)N1CCCCC1	-4	-3	-15	-11	0	-5	-0.2	-1	92	-3.2
O=C(COC(=O)c1cccc(NS(=O)(=O)/C=C/c2ccccc2)c1)Nc1ccccc1OC(F)F	-19	-16	-6	-3	0	-6	-0.2	-3	93	-0.9
COC(=O)c1ccc(CN2C(=O)NC(CC(C)C)C2=O)cc1 (configuration not stated)	-21	3	1	2	-3	1	0.2	2	97	0.3
Cc1ccc(NC(=O)Nc2nnc(Cc3ccc([N+](=O)[O-])cc3)s2)cc1C	-18	-5	-12	-4	-4	-9	-0.1	0	100	-1.9
CCOc1ccc(OCC)c(-c2c(=O)n(OCc3ccccc3C(=O)OC)c3ccccc3[n+]2[O-])c1	-8	1	-2	-9	-1	-4	-0.1	0	96	0.0
CCOC(=O)c1c(NC(=O)CCCC(=O)O)sc2c1CCC2	-6	6	-2	-3	4	1	-0.1	2	96	5.9
CCOC(=O)c1c(N)nn(C(=O)C(C)(C)C)c1-c1ccccc1	-6	3	-9	-14	1	4	-0.2	1	100	5.1
CCn1c(SCc2ccc(Cl)cc2)nc2nc3c(cc2c1=O)CCCC3	-5	-7	-2	8	0	-2	0.2	-1	94	-1.0
CC1(C)COC(c2cccc([N+](=O)[O-])c2)OC1	-6	-2	3	0	3	4	0.6	-2	96	3.0
Cc1cc(C(=O)Nc2ccc3ccccc3c2)oc1C	-3	-9	-9	2	24	-10	0.3	-5	102	-0.7
O=C(CCNC(=O)C1CCN(S(=O)(=O)c2ccc(F)cc2)CC1)NCc1ccncc1	-3	2	-2	0	1	1	0.1	-2	96	-0.5
O=C(NCc1cc(C(F)(F)F)cc(C(F)(F)F)c1)C1CC(c2ccccc2F)=NO1 (configuration not stated)	-6	-2	-2	-3	-6	-1	0.3	4	96	6.0
O=C(Nc1ccccc1N1CCCC1)c1cccc(S(=O)(=O)N2CCOCC2)c1	-5	-2	-5	7	2	0	0.0	-2	96	-0.3
CCN(C(=O)CSc1nncn1-c1ccccc1)C1CCS(=O)(=O)C1 (configuration not stated)	-16	-5	-5	-11	-4	2	-0.1	-9	101	1.3
Cc1cc(=O)oc(C)c1C(=O)NCCC1=CCCCC1	-9	-5	0	18	-1	3	0.6	-3	100	0.0
CCn1c(O)c(C=NC2CCCC2)sc1=S	-5	-5	3	-2	1	-1	-0.2	-3	101	1.4

Looked up above:
For Glyco luc inh, CCOC(=O)c1c(N)nn(C(=O)C(C)(C)C)c1-c1ccccc1 has the entry 4
For Vif inh, O=C(CCNC(=O)C1CCN(S(=O)(=O)c2ccc(F)cc2)CC1)NCc1ccncc1 has the entry 0
For Cardio protect, CC1(C)COC(c2cccc([N+](=O)[O-])c2)OC1 has the entry 3

A section from the list above:
SMILES	CaV13 ICDI inh	PDI turbidity	Cardio protect	Vif inh	Granule exo inh	Glyco luc inh	aDG glyco up	HTR2A ag	ABCB6 inh MLPCN	hiPSC survival
COC(=O)c1ccc(CN2C(=O)NC(CC(C)C)C2=O)cc1 (configuration not stated)	-21	3	1	2	-3	1	0.2	2	97	0.3
Cc1ccc(NC(=O)Nc2nnc(Cc3ccc([N+](=O)[O-])cc3)s2)cc1C	-18	-5	-12	-4	-4	-9	-0.1	0	100	-1.9

Continuation.
SMILES	CaV13 ICDI inh	PDI turbidity	Cardio protect	Vif inh	Granule exo inh	Glyco luc inh	aDG glyco up	HTR2A ag	ABCB6 inh MLPCN	hiPSC survival
O=C(COC(=O)c1ccc2c(c1)OCCO2)NCCC1=CCCCC1	-5	7	-12	15	9	-1	0.0	0	100	1.9
CC(=O)n1nc(-c2ccccc2)nc1NCc1ccc(N(C)C)cc1	1	-2	1	5	-1	2	-0.2	0	101	1.2
Brc1ccc(CN2CCCCCC2)cc1	-20	-7	2	-4	-6	0	0.0	-6	96	-0.1
O=C(NCc1ccccc1)c1cccnc1Sc1ccccc1	-2	-6	6	8	-7	-1	0.0	10	99	0.0
Cc1ccc(C)c(-n2ccnc2SCC(=O)Nc2cccc(S(=O)(=O)NC3=NCCC3)c2)c1	-6	0	-5	10	2	-1	0.5	0	92	0.0
Cc1cccc(N(C(=O)c2ccc(CN3CCOCC3)o2)C(C(=O)NC2CCCCC2)c2ccc(F)cc2)c1 (configuration not stated)	/	3	-5	9	7	0	0.0	-5	104	4.4
CN=C(Nc1ccc(Cl)cc1)c1cccc(C(F)(F)F)c1	-5	5	-9	-2	0	-1	0.4	-2	101	-1.2
CCOC(=O)C1OC1(c1ccccc1)c1ccccc1 (configuration not stated)	-5	-11	-3	0	2	-2	3.0	6	101	5.8
C=CCn1c(NCc2c[nH]c3ccccc23)nc2ccccc21	/	-18	-20	0	2	-1	0.3	-1	104	-4.7
O=S(=O)(c1cccc(Cl)c1Cl)N1CCN(C(=S)NCCCN2CCOCC2)CC1	6	2	-5	-1	-2	-1	-0.2	-2	97	0.1
CCCc1cc(C(=O)N2CCN(c3ccccc3C)CC2)cs1	-4	-7	0	-15	0	-3	0.2	-4	95	-1.7
COc1cccc(C2C(C(=O)Nc3ccc(C)cc3C)=C(C)Nc3ncnn32)c1OC (configuration not stated)	-6	-3	-2	0	2	0	-0.4	0	98	-1.6
CC(Sc1cccc[n+]1[O-])C(=O)Nc1ccc(Oc2ccccc2)cc1 (configuration not stated)	-4	4	-1	-32	2	-1	-0.3	-8	96	-0.3
C=C(c1cccc2ccccc12)P(=O)(O)O	0	-6	2	2	-1	1	-0.3	2	104	5.4
O=C(CSc1nnc2c(n1)[nH]c1ccccc12)OCc1ccccc1	-5	-1	-13	11	9	1	0.0	0	100	-0.7
O=C(NCCCN1CCOCC1)c1ccccc1NS(=O)(=O)c1cc([N+](=O)[O-])ccc1Cl	-1	-12	4	-9	6	1	0.1	0	106	0.0
O=C1CN(C(=O)CSc2nc(-c3ccc(Cl)cc3)cs2)c2ccccc2N1	10	-7	-6	11	3	-1	0.5	-3	92	-1.7
Cc1cc(NCc2ccccc2)nc(-c2ccccc2O)n1	-5	-10	-17	-6	0	-10	0.9	-4	101	-2.3
Cc1ccc(NC(=O)Cn2nc(C)c([N+](=O)[O-])c2C)cc1Cl	-7	-4	-5	0	-1	4	0.2	-9	99	-0.5
CCc1ccc(NC(=O)C(CC)Sc2nc3ccsc3c(=O)n2CCC(=O)O)cc1 (configuration not stated)	-5	-6	2	-5	-4	2	-0.1	0	92	-0.7
O=C1NCCCc2nonc21	-9	-5	8	2	-1	-1	-0.2	0	99	-0.3
CCCCOc1ccc(NC(=S)Nc2cc(C)nc(SCCCC)n2)cc1	-3	1	-3	0	-2	-3	0.0	6	93	2.2
Cc1cc2oc(=O)cc(CN3CCN(S(=O)(=O)c4cccs4)CC3)c2cc1C(C)C	-2	3	38	-4	-3	-8	-0.2	-3	91	-2.8
Cc1cc(NC(=O)CSc2nnc3ccccn23)no1	4	12	0	2	8	0	0.1	0	765	-1.2
Cc1ccc(N=C2NC(=O)CS2)c(C)c1	-6	2	3	-10	-1	0	-0.2	-3	96	0.6
O=[N+]([O-])c1cccnc1SCc1c(F)cccc1Cl	-6	-2	-5	5	-6	-1	0.0	-4	99	1.0
Cc1ccc(S(=O)(=O)Nc2nccs2)cc1[N+](=O)[O-]	-4	-8	1	5	3	3	-0.2	4	100	-0.1
O=C(NCc1ccccc1Cl)C1=CC=CN2CCS(=O)(=O)N=C12	-5	-10	4	-3	4	0	-0.2	7	102	-0.5
Cc1ccc(C)c(NC(=O)c2cccc(Oc3ccc([N+](=O)[O-])cc3Cl)c2)c1	11	6	-11	3	-3	-2	0.2	-5	100	3.3
COc1ccc(CC(=O)NCc2nnc(SCC(=O)N3CCN(c4ccccc4)CC3)n2C)cc1	-5	-5	2	23	-4	1	-0.2	2	87	-3.5
CSCCC(NC(=O)COc1ccccc1)C(=O)OC(C)C(=O)Nc1ccccc1C (configuration not stated)	-2	2	-2	7	7	3	-0.1	1	100	1.0
O=C(CSc1nncs1)Nc1ccc(Cl)cn1	-5	-3	4	-1	14	1	0.0	2	93	-1.7
Cc1cc(F)ccc1N1CCC(N2CCN(C)C(CCO)C2)CC1 (configuration not stated)	-11	-20	6	-1	15	-1	-0.1	-5	99	2.3
COc1cccc(NC(=O)c2cc(C(=O)Nc3cccc(OC)c3)n(C)n2)c1	/	-3	18	50	7	-8	-0.1	3	100	0.1
COC(=O)c1nn(-c2ccc(Oc3ccccc3)cc2)c(=O)cc1O	-3	-4	5	16	2	1	-0.2	5	100	1.7
NC(=O)COC(=O)c1cccc2c1-c1ccccc1C2=O	9	6	6	3	8	3	0.0	2	82	-0.1
C[C@@H](C(=O)Nc1ccc2c(c1)OCCO2)n1nnc2ccccc2c1=O	-2	-1	-10	1	-5	-1	-0.3	7	100	-0.4
